NPC1 promoter act: activators of NPC1 promoter; Huh7 NPC1 promoter luciferase reporter, 24 h; Potency, µM (top dose mostly 9.22 µM), for inactives: at the top dose activation, most hits filed as activators; 320,000 compounds, 2.4% hits;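 note: potency is the fitted concentration of half-maximal effect; % of control where 0% means no effect; nearly all actives have a fitted effect of over 60% in size; reporter is driven by a mutant NPC1 promoter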
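Cells: Huh7 expressing luciferase under the NPC1 promoter, 1500/well. Seeded 2 h, compound added, incubated 24 h at 37 °C. Luciferase reagent, 10 min ambient, then luminescence.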
VP16 counter: counter-screen for ROR gamma inhibitors: Gal4-VP16 reporter | Drosophila S2 Gal4-VP16 UAS-luciferase, luminescence, 20 h | Potency, µM (titrated, usually from 53.6 µM), inactives show top-dose activity, negative = inhibition, usual class: inhibitors | 310,000 compounds, 3.5% hits | AID 2546;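 note: Gal4-VP16 expression switched on by copper sulfate through the metallothionein promoter; potency is the fitted concentration of half-maximal effect; % is set by controls: 0 for no effect and ±100 for the full control effect; nearly all actives have a fitted effect of over 50% in size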
Rab9 prom act: activators of Rab9 promoter; Huh7 Rab9 promoter-luciferase reporter, luminescence, 24 h; Potency, µM (titrated, usually from 9.22 µM), without a hit: top-dose activation, negative = inhibition, hits mostly activators; 320,000 compounds, 2.8% hits; AID 485297; note: potency is the fitted concentration of half-maximal effect; % of control where 0% means no effect; nearly all actives have a fitted effect of over 60% in size
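Stable Rab9-luc Huh7, 1500 cells/well, 2 h settle; cmpd in DMSO, 24 h, 37 °C/5% CO2; luciferase reagent 10 min RT; luminescence.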
FLuc counter: counter-screen for miR-21 project: firefly luciferase inhibitors or activators. P08659. 360,000 compounds, 6.9% hits. purified FLuc, Km substrates, luminescence inhibition. Potency, µM (doses to about 57.5 µM), for the others: at the top dose activity change, negative = inhibition, most hits filed as inhibitors;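 note: potency is the fitted concentration of half-maximal effect; plate controls were vehicle for no effect and reference inhibitor for full effect; nearly all actives have a fitted effect of over 55% in size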
Target sequence (P08659 whole entry, looked up): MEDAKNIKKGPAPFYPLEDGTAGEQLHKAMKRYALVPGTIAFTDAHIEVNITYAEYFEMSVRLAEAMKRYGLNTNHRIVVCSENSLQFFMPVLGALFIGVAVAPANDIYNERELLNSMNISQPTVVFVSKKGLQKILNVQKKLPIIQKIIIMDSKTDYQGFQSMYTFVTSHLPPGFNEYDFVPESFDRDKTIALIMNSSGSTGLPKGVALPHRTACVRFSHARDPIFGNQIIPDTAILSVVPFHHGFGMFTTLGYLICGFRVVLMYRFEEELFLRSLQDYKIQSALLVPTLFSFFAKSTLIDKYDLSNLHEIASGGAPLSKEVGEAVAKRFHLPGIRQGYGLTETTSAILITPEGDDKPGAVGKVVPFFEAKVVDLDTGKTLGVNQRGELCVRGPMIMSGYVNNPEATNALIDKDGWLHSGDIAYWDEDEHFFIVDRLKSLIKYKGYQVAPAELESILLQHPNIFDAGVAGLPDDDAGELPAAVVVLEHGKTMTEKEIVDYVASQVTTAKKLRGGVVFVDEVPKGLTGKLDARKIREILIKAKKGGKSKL
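Purified P. pyralis luciferase (10nM final) with 10uM D-luciferin and 10uM ATP (Km levels) in 50mM Tris acetate pH 7.5, 10mM Mg acetate, 0.01% Tween-20, 0.05% BSA; qHTS 6-point titration, ~60 µM downward; luminescence read.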
ELG1 genotox: induces genotoxicity in HEK293T cells with luciferase-tagged ELG1; HEK293T ELG1-luciferase reporter, luminescence, 16 h; Potency, µM (top dose mostly 46 µM), inactives show at the highest dose activity change, positive = activation, most hits filed as activators; 330,000 compounds, 1.3% hits; AID 504466; note: potency is the fitted concentration of half-maximal effect; % of control where 0% means no effect; nearly all actives have a fitted effect of over 60% in size
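DMSO vehicle served as control against compound-treated ELG1-luciferase HEK293T cells; exposure lasted 16 hr at 37 °C and 5% CO2, followed by ONE-Glo luminescence detection after 30 min.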
p53 reactivator: mutant p53 re-activation in reporter cells; 320,000 compounds, 0.063% hits; H1299 p53-A138V BP100-luciferase reporter, luminescence, 24 h; Potency, µM (highest dose often 92.2 µM), for inactives: top-dose activity change, positive = activation, actives largely listed as activators; note: potency is the fitted concentration of half-maximal effect; % of control where 0% means no effect; nearly all actives have a fitted effect of over 45% in size
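H1299 (p53-null), stable ts p53-A138V + BP100-Luc; 1000 cells/well, Opti-MEM/10% FBS; cpd 4 pt, 1:5; 24 h, 37 deg C, 5% CO2; detection reagent 10 min RT; luminescence.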
RORgamma inh: blocks mouse ROR gamma transcriptional activity; Drosophila S2 Gal4-RORgamma UAS-luciferase reporter, 20 h; Potency, µM (top dose mostly 53.6 µM), inactives show at the highest dose activity change, negative = inhibition, usual class: inhibitors; 310,000 compounds, 5.4% hits; note: potency is the fitted concentration of half-maximal effect; % is set by controls: 0 for no effect and ±100 for the full control effect; nearly all actives have a fitted effect of over 60% in size
Target sequence (P51450 whole entry, looked up, the tested form may be a part): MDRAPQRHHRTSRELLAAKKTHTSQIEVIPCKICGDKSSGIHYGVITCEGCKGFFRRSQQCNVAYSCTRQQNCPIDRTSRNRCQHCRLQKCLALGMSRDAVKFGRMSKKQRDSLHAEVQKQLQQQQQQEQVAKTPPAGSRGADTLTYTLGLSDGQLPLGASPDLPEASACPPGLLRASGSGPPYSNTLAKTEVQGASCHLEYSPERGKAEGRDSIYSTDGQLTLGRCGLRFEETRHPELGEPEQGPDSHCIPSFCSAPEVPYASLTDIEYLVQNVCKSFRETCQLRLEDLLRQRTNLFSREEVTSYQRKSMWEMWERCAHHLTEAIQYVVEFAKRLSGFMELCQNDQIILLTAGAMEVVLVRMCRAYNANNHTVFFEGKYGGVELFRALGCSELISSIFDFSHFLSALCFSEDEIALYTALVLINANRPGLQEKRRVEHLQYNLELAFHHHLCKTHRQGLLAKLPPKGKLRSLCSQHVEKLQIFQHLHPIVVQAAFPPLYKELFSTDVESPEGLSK
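Drosophila S2 cells stably expressing Gal4-DBD/mouse RORγ fusion under metallothionein promoter plus UAS-luciferase; compound 1 h, then 700 uM CuSO4 induction for 20 h at ambient temperature; inhibition read as reduced luminescence.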
PKM2 activator: activators of human pyruvate kinase M2. purified PKM2, Kinase-Glo ATP luminescence, activation; response scale: 0% is enzyme alone, no compound. 260,000 compounds, 0.34% hits. Potency, µM (top dose mostly 57.5 µM), without a hit: at the highest dose activation, hits mostly activators. P14618. AID 1631; note: potency is the fitted concentration of half-maximal effect; % is set by controls: 0 for no effect and ±100 for the full control effect; nearly all actives have a fitted effect of over 55% in size
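Purified hPK-M2 (>95% pure) converted ADP (0.1 mM final) to ATP with 0.5 mM PEP in 50 mM imidazole pH7.2, KCl, MgCl2, Tween 20, BSA; 1 h at room temperature. ATP detected by Kinase-Glo luminescence.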
Menin MLL FP TR: menin-MLL binding inhibition, Texas Red mutant peptide. O00255. Menin + Texas Red MLL mutant peptide, fluorescence polarization. Potency, µM (titrated, usually from 61.6 µM), inactives show at the top dose FP activity change, negative = inhibition, usual class: inhibitors. 270,000 compounds, 0.23% hits; active = well fitted inhibition curve with a large enough effect in the polarisation, with a control signal flat, not every such curve was filed as active; inconclusive = small, poorly fitted or top-dose-only effect, or effect the other way, or a change in a side signal; inactive = no such curve, though single readings can be large or run the other way; the % refers to the polarisation; note: potency is the fitted concentration of half-maximal effect; % of control where 0% means no effect; many of its hits are not listed in these tables
Giardia killer: kills Giardia lamblia | Giardia lamblia trophozoite viability | activity change, % at 7.66 µM, hits read low | 340,000 compounds, 0.15% hits; in the data active = activity change below about -80%; inconclusive = between about -30% and that limit;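 note: parasites exposed to compound for two days anaerobically before the ATP read; % is set by controls: 0 for no effect and ±100 for the full control effect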
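Media and compound were dispensed first, then trophozoites at 100 cells/well; plates sat 48 hrs at 37 deg C without oxygen before ATP luminescence reagent was added and read after 15-30 min at room temperature.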
BRCA1 expr up: activators of BRCA1 expression; MCF7-BRCA1-FFLuc reporter, luminescence, 48 h; response scale: scaled: vehicle 0%, 10 µM genistein 100%; Potency, µM (series often up to 46.1 µM), for the others: at the highest dose activation, hits mostly activators; 380,000 compounds, 1.1% hits; AID 624202; note: potency is the fitted concentration of half-maximal effect; nearly all actives have a fitted effect of over 80% in size; some results filed as inactive show a strong effect at the top dose
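Activators of BRCA1 expression were detected as increased firefly luciferase luminescence in engineered MCF7 cells after 48 h compound incubation. Signals were scaled to genistein 10 microM as full activation.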
* hit, by the source's call; u = inconclusive; x = no result given; [ ] = remark or other dose. Unless noted, calls come from the whole dose curve; as a rule, active = well fitted curve in the direction sought with a large enough effect; inconclusive = small, poorly fitted or top-dose-only effect, or another doubt; inactive = no such curve, though single readings can be large; an effect the other way counts as inactive or inconclusive. These rows are one share of the data. The share of hits here may be higher or lower than overall.

Screens in order: Rab9 prom act	RORgamma inh	Menin MLL FP TR	BRCA1 expr up	ELG1 genotox	Giardia killer	VP16 counter	NPC1 promoter act	p53 reactivator	PKM2 activator	FLuc counter
(1) CC(C)=CCSc1nnc([C@@H](NC(=O)OC(C)(C)C)C(C)C)o1
    -1%	-19%	-4%	5%	-4%	8	20%	-4%	-2%	0%	1%
(2) CCN(C(=O)CSc1cc(C)c2ccc(OC)cc2n1)C1CCS(=O)(=O)C1 (centres undefined)
    -1%	2%	x	-1%	-2%	-1	-9%	0%	-3%	0%	-14%
(3) C=CCNS(=O)(=O)c1cccc2cc(C(=O)O)c(O)cc12
    -1%	14%	-6%	8%	-2%	-3	-6%	-1%	-4%	0%	-11%
(4) CCN(C(=O)COC(=O)c1[nH]c(=O)[nH]c(=O)c1N)c1ccccc1
    -2%	17%	-3%	19%	-1%	2	-8%	0%	2%	1%	-2%
(5) S=C(NCCCCNC(=S)NCc1ccccc1)NCc1ccccc1
    -1%	u	21%	-7%	-1%	1	-16%	-5%	-1%	0%	1%
(6) COc1cc(C(=S)N2CCOCC2)cc(OC)c1OS(=O)(=O)c1ccc(C)cc1
    -1%	33%	0%	-19%	u	-1	-5%	-3%	x	0%[11.5 µM]	0%
(7) CCN(CC)S(=O)(=O)c1ccc(N2CCCCC2)c(NC(=O)C2CCN(C(=O)c3ccc(F)cc3)CC2)c1
    16%	x	x	-17%	0%	1	x	0%	-7%	x	-1%
(8) CC1(C)CC(NC(=O)CCc2nnc(CCCCc3ccccc3)o2)CCO1 (centres undefined)
    -10%	5%	-2%	0%	-4%	-6	2%	-7%	-3%	-2%	-2%
(9) C=CCN(C1CCCCC1)S(=O)(=O)c1ccc2c(c1)oc(=O)n2C
    -7%	-18%	-3%[11.7 µM]	1%	0%	-3	3%	-1%	-4%	0%	2%
(10) Cc1ccc(C)c(NC(=O)C2CC=CCC2C(=O)O)c1 (centres undefined)
    4%	-6%	-2%	-12%	0%	9	1%	-2%	0%	7%	-1%
(11) CCN1CCN(C(=S)c2ccc([N+](=O)[O-])cc2)CC1
    -4%	-16%	-10%	12%	0%	-9	7%	0%	-1%	1%	3%
(12) C[C@H](NC(=O)c1[nH]cnc1C(=O)Nc1ccon1)c1ccccc1
    1%	x	x	-4%	-1%	-22	x	-2%	2%	x	1%
(13) COc1cc(S(=O)(=O)Nc2ccccn2)ccc1F
    -8%	-6%	-3%	-2%	-1%	11	-1%	-1%	0%	3%	8%
(14) O=C(Nc1ccccc1)c1ccc(S(=O)(=O)N2CCCC2)cc1
    0%	13%	6%	19%	0%	-2	2%	-1%	-3%	-7%	5%
(15) CCOc1ccc(NC(=O)CC2SC(N)=NC2=O)c([N+](=O)[O-])c1 (centres undefined)
    3%	6%	u	17%	2%	-3	-6%	-1%	-1%	x	-4%
(16) O=C1CC(c2ccccc2)CN1C(=O)c1cccnc1 (centres undefined)
    7%	18%	1%	-2%	3%	6	-2%	-4%	-2%	1%	-1%
(17) O=C1CC(c2ccccc2)Oc2ccccc21 (centres undefined)
    x	21%	-12%	23%	x	-14	6%	x	x	x	x
(18) C=CCn1c(Cc2cccs2)nnc1SCC(=O)c1ccc2ccccc2c1
    0%	0%	0%	-25%	1%	4	1%	1%	3%	-4%	0%
(19) Cc1nnc(NC(=O)c2cc(S(=O)(=O)N(C)C)ccc2N2CCCC2)s1
    -8%	x	x	-27%	0%	-18	x	1%	9%	x	1%
(20) COc1cccc(CNC(=O)C2CCN(S(=O)(=O)N3CC(C)CC(C)C3)CC2)c1 (centres undefined)
    1%	1%	-5%	10%	-1%	-1	-2%	-5%	1%	-5%	0%
(21) CCN(CC)c1c(-c2ccccc2)c2cc(C)ccc2[nH]c1=O
    2%	-30%	1%	22%	5%	2	-28%	-3%	1%	-2%	2%
(22) Cc1ccc(S(=O)(=O)CCC(=O)OCC(=O)N2c3ccccc3NC(=O)C2(C)C)cc1
    -2%	x	x	15%	-3%	0	x	-7%	u	x	0%
(23) CN=C(Nc1ccc(C)c(C)c1)SC1CC(=O)N(c2ccc(OC)cc2)C1=O (centres undefined)
    -2%	12%	45%[activator]	-7%	-7%	-26	-14%	-1%	-4%	30%	u
(24) Cc1ccc(C(=O)NNC2CC(=O)N(c3ccc4c(c3)OCCO4)C2=O)cc1 (centres undefined)
    9%	-3%	20%	24%	25%	-4	9%	-2%	1%	1%	6%
(25) O=C(CSc1nnc(SCc2ccc(F)cc2)s1)Nc1ccc(C(=O)O)cc1
    -17%	-16%	x	-15%	0%	17	-12%	-3%	-1%	-3%	5.4µM*
(26) CC(NS(=O)(=O)c1ccc2[nH]c(=O)c(=O)[nH]c2c1)C(=O)O (centres undefined)
    -2%	-3%	0%	-4%	3%	3	-1%	-2%	-1%	-3%	2%
(27) CC1CN=C(N(C(=S)Nc2ccccc2)c2cccc(C(F)(F)F)c2)S1 (centres undefined)
    -4%	-52%	x	0%	4%	7	-24%	16%	15%	-2%	u
(28) CCn1cc(C(=O)N2CCCC(N3CCN(c4ccccc4C)CC3)C2)cn1 (centres undefined)
    -2%	-15%	-2%	-20%	0%	13	-6%	-4%	-3%	1%[0.46 µM]	6%
(29) O=C(c1ccccc1-c1nc(-c2ccccc2)no1)N1CCCC1
    -2%	u	-1%	-11%	12%	-17	25%	-1%	u	-4%	27µM*
(30) O=c1onc(-c2ccc(Cl)cc2)n1Cc1ccc(F)cc1
    2%	-17%	-9%	-35%	0%	4	-3%	-1%	1%	3%	2%
(31) O=C(c1ccc(Cl)cc1)c1oc2ccccc2c1CS(=O)c1ccc(Cl)cc1 (centres undefined)
    6%	31%	9%	-55%	-4%	-6	-5%	-1%	16%	-2%	-1%
(32) Cc1cccc(N(C)c2cc(C)nc3ncnn23)c1
    -4%	-8%	-2%	7%	0%	2	8%	-1%	0%	4%	-2%
(33) O=C(COc1ccc(Cl)cc1Br)N1CCN(c2ccccc2)CC1
    7%	9%	-17%	-33%	-5%	4	-4%	-3%	1%	-3%	0%
(34) O=C(/C=C/c1cccc([N+](=O)[O-])c1)N1CCN(Cc2ccc3c(c2)OCO3)CC1
    -3%	11%	-8%	-21%	-4%	7	5%	-3%	-1%	3%	-1%
(35) COc1cccc(C(=O)Nc2cc(C(=O)NCc3ccc(C)cc3)ccc2N2CCC3(CC2)CC(c2cccc(Br)c2)=NO3)c1
    1%	x	x	7%	2%	-30	x	0%	-5%	x	-4%
(36) COc1ccc(C(=O)NCC(=O)NCC2(N(C)C)CCCCC2)cc1OC
    3%	-6%	5%	7%	1%	12	-10%	-2%	0%	-1%	2%
(37) O=C(NC1CCSc2ccccc21)c1cc(S(=O)(=O)N2CCOCC2)ccc1F (centres undefined)
    2%	11%	x	-14%	1%	12	16%	-2%	5%	-4%	4%
(38) C=CCn1c(-c2ccccc2)nc2nc3ccccc3nc21
    4%	-3%	-6%	-24%	-5%	2	4%	12%	21%	7%	17µM*
(39) COc1ccc(C(=O)CN2C(=O)c3ccccc3S2(=O)=O)cc1Br
    u	0%	x	-37%	2%	12	-17%	14%	2%	0%	-13%
(40) O=c1ccc(NS(=O)(=O)c2ccc(Cl)cc2)cn1Cc1ccc(Cl)c(Cl)c1
    1%	14%	u	1%	-8%	-3	-11%	-4%	-4%	0%	0%
(41) COc1ccc(Cn2nc(-c3ccccc3)c(N3CCCCC3)cc2=O)cc1
    4%	u	u	-95%[inhibitor]	-11%	6	-14%	-4%	-3%	0%	u
(42) CC(NC(=O)COC(=O)C1CCN(c2ccc(C(F)(F)F)cn2)CC1)c1ccc(F)cc1 (centres undefined)
    2%	x	x	11%	0%	8	x	-4%	-4%	x	-14%
(43) CN1CCN(CCNC(=O)c2cn(Cc3ccccc3F)nn2)CC1
    -3%	-6%	0%	16%	-3%	29	8%	-2%	1%	4%	-1%
(44) Cc1cc(NC(=O)CCC(=O)N(CC(=O)NC2CCCC2)Cc2ccc(F)cc2)no1
    -4%	2%	22%	1%	-1%	3	-1%	-2%	-1%	-7%	-2%
(45) O=C(COc1ccccc1F)Nc1c2c(nn1-c1ccccc1)CS(=O)(=O)C2
    8%	22%	12%	-9%	1%	2	6%	-2%	-6%	-9%	4%
(46) CC(=O)Nc1c(NCC(C)C)c2ccccc2oc1=O
    2%	-18%	-4%	14%	0%	25	-5%	0%	-5%	1%	1%
(47) CC(C)CSc1nnc(N)s1
    1%[1.84 µM]	32%	-1%	12%	3%	-3	9%	1%	0%	-4%	-10%
(48) COc1cc(NC(=S)N2CCCC(C)C2)c(OC)cc1Cl (centres undefined)
    2%	13µM*	1%	-20%	1%	-18	u	2%	5%	-13%	-10%
